# FAS-TE inh: inhibitors of human fatty acid synthase thioesterase domain | P49327 | recombinant FAS-TE, OMFH fluorogenic substrate, fluorescence endpoint | inhibition, % at 15 µM | 360,000 compounds, 0.67% hits | AID 602261;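 active = compounds whose normalised, plate-corrected inhibition of enzyme fluorescence in the single-dose primary screen is 50% or more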;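 also: 0% = DMSO with enzyme and 100% = substrate without enzyme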
# MsrA act: activators of bovine methionine sulfoxide reductase A; activation, % at 10.6 µM; 360,000 compounds, 0.3% hits; purified bovine MsrA, absorbance read-out; in the data active = activation above about 7.5%;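 also: 0% = vehicle and 100% = reference activator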
# MsrA inhibitor: inhibits bovine methionine sulfoxide reductase A; purified bovine MsrA, absorbance read-out; inhibition, % at 15.5 µM; 360,000 compounds, 0.75% hits; in the data active = inhibition above about 4.5%;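 also: 0% = vehicle wells with enzyme and 100% = reference inhibitor wells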
# Rpn11 block: Rpn11 (human) deubiquitinase inhibition | AID 588493 | calls only at 20 µM | O00487 | human 26S proteasome, Ub4-pepOG fluorescence polarization; 20S core pre-blocked with epoxomicin | 360,000 compounds, 0.59% hits;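 active = inhibition at 20 µM, scaled to each plate's controls, above about 33%, limit read from the data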
# Target sequence (O00487 whole entry, looked up): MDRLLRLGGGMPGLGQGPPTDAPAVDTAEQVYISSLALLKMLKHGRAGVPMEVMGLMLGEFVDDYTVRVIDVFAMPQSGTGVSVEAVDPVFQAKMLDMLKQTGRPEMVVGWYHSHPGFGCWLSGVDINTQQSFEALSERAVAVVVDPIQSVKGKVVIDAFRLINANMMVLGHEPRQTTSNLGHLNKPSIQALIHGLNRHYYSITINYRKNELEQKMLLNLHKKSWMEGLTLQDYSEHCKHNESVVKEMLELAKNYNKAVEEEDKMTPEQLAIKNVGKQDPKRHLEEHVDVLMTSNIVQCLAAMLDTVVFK
# Rin1 Abl inh: human Rin1-Abl interaction inhibition. 360,000 compounds, 0.4% hits. TR-FRET Rin1/Abl binding, biochemical. inhibition, % at 7.35 µM. P00519+Q13671. AID 588664; in the data active = inhibition above about 5%, passing the limit was not always enough
# MLLE-PAM2 inh: inhibitors of microRNA-mediated deadenylation, human PABP1 MLLE binding; AID 588489; 360,000 compounds, 0.36% hits; P11940; GST-MLLE / FITC-PAM2 fluorescence polarization; inhibition, % at 20 µM; in the data active = inhibition above about 35%, passing the limit was not always enough;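 also: plate controls were DMSO wells with GST-MLLE for no effect and wells lacking GST-MLLE protein for full effect; some results filed as inactive read as strong as hits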
# Target sequence (P11940 whole entry, looked up): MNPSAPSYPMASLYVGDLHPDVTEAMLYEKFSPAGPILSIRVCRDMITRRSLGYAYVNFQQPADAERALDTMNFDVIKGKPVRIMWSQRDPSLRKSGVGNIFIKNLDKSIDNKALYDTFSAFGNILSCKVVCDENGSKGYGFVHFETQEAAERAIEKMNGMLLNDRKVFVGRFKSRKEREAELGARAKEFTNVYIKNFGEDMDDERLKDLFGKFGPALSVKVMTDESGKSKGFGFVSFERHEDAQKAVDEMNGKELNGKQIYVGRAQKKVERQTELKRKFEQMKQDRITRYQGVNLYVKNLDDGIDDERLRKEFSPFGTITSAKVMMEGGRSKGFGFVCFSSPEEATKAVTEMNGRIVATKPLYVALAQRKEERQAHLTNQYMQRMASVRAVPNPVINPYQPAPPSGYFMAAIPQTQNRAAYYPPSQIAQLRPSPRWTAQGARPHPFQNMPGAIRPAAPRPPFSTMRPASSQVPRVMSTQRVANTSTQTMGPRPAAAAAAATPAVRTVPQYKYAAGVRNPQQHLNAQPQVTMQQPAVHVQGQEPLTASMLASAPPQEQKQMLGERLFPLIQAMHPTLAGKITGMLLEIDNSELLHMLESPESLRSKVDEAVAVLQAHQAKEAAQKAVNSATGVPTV
# MT1-MMP act inh: inhibitors of human MT1-MMP activation. P50281. HT1080 RFP-PRO-GFP cells, GFP/RFP ratio fluorescence, overnight; percent of plate control window, DMSO zero. GFP/RFP ratio change, % at 20 µM. 360,000 compounds, 0.061% hits. AID 651647;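 active = GFP/RFP ratio change of at least 30% with cell ATP level not reduced by more than half and red fluorescence within 50% of control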; also: strong numbers were not always called active
#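 system = RFP-PRO-GFP reporter HT1080 cells | dosing = 20 µM single dose, 1% DMSO | timing = overnight cell settling, then overnight compound exposure, 37 °C, 5% CO2 | read-out basis = GFP/RFP fluorescence ratio | controls = DMSO and RFP-L50D-GFP cell wells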
# CSN deneddyl inh: CSN deneddylation inhibition; inhibition, % at 12.5 µM; AID 651999; 360,000 compounds, 0.38% hits; Purified CSN, SCF-Nedd8-OG deneddylation, fluorescence polarization;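 active = pattern-corrected inhibition above about 35%, with an unprinted fluorescence ratio check between 0.5 and 1.5, limit read from the data, passing the limit was not always enough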;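 also: 0% = enzyme with substrate and 100% = substrate without enzyme; some results filed as inactive read as strong as hits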
#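 Test system: purified human Csn5 enzyme expressed in HEK293T cells. Amount: 0.24 nM enzyme. Reagent: SCFSkp2-Nedd8OG substrate at 10 nM final. Schedule: 90 min incubation of compound, enzyme and substrate at room temperature. Detection: fluorescence polarization. Read-out: % inhibition of substrate cleavage by Csn5.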
# E coli Lon inh: inhibitors of E. coli Lon protease; 360,000 compounds, 0.42% hits; P0A9M0; inhibition, % at 7.94 µM; AID 602123; purified E. coli Lon protease, fluorescence polarization; in the data active = inhibition above about 13%, passing the limit was not always enough;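 also: 0% = enzyme with probe and DMSO and 100% = no enzyme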
# An asterisk follows results filed as active; i = inactive; / = no result given.
SMILES,FAS-TE inh,MsrA act,MsrA inhibitor,Rpn11 block,Rin1 Abl inh,MLLE-PAM2 inh,MT1-MMP act inh,CSN deneddyl inh,E coli Lon inh
CSC(=NS(=O)(=O)c1ccccc1)NNC(=O)c1c(-c2c(Cl)cccc2Cl)noc1C,-3,-5,0.1,i,4,1,0,-6,4
Cc1cnc(NC(=O)CCCNC(=O)c2ccc(Cl)cc2)s1,1,-3,-0.3,i,1,3,8,0,-11
Cc1ccc(S(=O)(=O)CC(=O)Nc2ccc(S(=O)(=O)Nc3onc(C)c3C)cc2)cc1,-4,-2,-0.3,i,2,6,1,2,-11
CCc1nnc(NC(=O)c2ccc(-c3ccc(Cl)cc3)o2)s1,-9,-3,2.0,i,-2,5,3,4,-7
Cc1nn(-c2ccccc2)cc1/C=N/NS(=O)(=O)c1ccccc1,1,-4,0.5,i,1,-40,8,1,0
Cc1cc(=O)n2[nH]c(-c3ccc(C(C)(C)C)cc3)cc2n1,63*,-12,0.6,i,0,9,34*,1,1
S=C(NC1CCCCC1)NN(c1ccccc1)c1ccccc1,22,-2,0.6,i,-3,8,-4,-2,2
Cc1cccc(C(=O)OC(C)C(=O)NCC2CCCCC2)c1O (stereo not given),-1,-3,-0.4,i,-1,0,1,-4,1
CCCCOc1ccc(C(=O)NC)cc1,-13,-6,0.5,i,-1,11,0,-1,1
Cc1nn(-c2cc(C(F)(F)F)ccc2Cl)c2nc(C(Cl)(Cl)Cl)[nH]c(=O)c12,-3,-6,-1.0,i,-3,0,1,4,-1
O=C(OCC(=O)N1CCCC1=O)c1cc(S(=O)(=O)N2CCOCC2)ccc1Cl,-2,-2,1.2,i,3,-3,0,1,1
Cc1ccc(C)c(CSc2nnc([C@@H](N)C(C)C)o2)c1,-4,-12,0.3,i,-6,-99,6,-3,-7
CCN(CC)C(=O)CC(c1ccc(F)cc1)c1ccc(OC)cc1 (stereo not given),-2,-4,-1.7,i,-2,-1,-4,-8,2
Cc1cc(-c2ccco2)n(CC(=O)NCc2ccccc2)n1,-5,-2,0.2,i,3,10,2,0,-7
NC(=O)CC(NC(=O)Cc1ccc(Br)cc1)c1ccc(NCc2ccc(F)c(F)c2)c([N+](=O)[O-])c1 (stereo not given),1,-3,-0.9,i,-1,-16,7,3,-35
Cc1ccc(Cl)cc1NC(=O)CN1C(=O)NC(C)(C2CC2)C1=O (stereo not given),-6,0,1.2,i,3,-1,1,-9,-1
Cc1cccc(N2CCN(C(=S)Nc3ccc4nc(N5CCOCC5)cc(C)c4c3)CC2C)c1 (stereo not given),12,-2,-0.4,i,-8,-48,-1,5,2
COc1cccc(CNC(=O)CCCc2nnc3n(C)c(=O)c4sccc4n23)c1,-3,-4,0.2,i,2,13,4,-2,1
CCOc1ccc2[nH]c(=O)c(CN(Cc3nnnn3Cc3ccccc3)CC3CCCO3)cc2c1 (stereo not given),-1,-1,0.6,i,-3,17,-4,-1,-5
CC1CN(S(=O)(=O)c2cccs2)CC(C)O1 (stereo not given),-8,-12,0.4,i,0,3,3,-2,-5
Cc1ccc(C(=O)NC(=S)Nc2ccccc2N2CCOCC2)cc1C,20,-4,/,i,0,31,-4,-1,-2
CC(=O)C(Cc1ccccc1)NC(=O)COC(=O)CCN1C(=O)C2CC=CCC2C1=O (stereo not given),-8,0,-1.4,i,2,-10,0,-1,1
COc1cc(C2CC(=O)c3cnc(NC(C)=O)nc3C2)cc(OC)c1OC (stereo not given),0,-4,1.0,i,-3,-8,2,1,3
NC(=O)NC(=O)COC(=O)c1ccccc1OCc1ccc(F)cc1,-6,-4,-1.3,i,1,2,-2,-1,-2
COCCn1c(COc2ccc(C)cc2)nc2ccccc21,-1,-1,-0.2,i,2,0,-1,2,-8
COC(=O)c1ccc[n+](CCc2c[nH]c3ccccc23)c1,-4,0,0.6,i,0,-22,1,-1,2
CC(C(=O)OCc1nnc(-c2ccccc2)o1)N1C(=O)c2ccccc2C1=O (stereo not given),-1,1,0.5,i,2,-5,1,-4,-13
CCOc1ccc(/C=N/NC(=O)C2CCCC2)c(OCC)c1,0,-4,-0.1,i,-1,2,2,-2,-19
CCN(CC)C(=O)NC1CC2CCCC(C1)N2Cc1ccccc1 (stereo not given),-7,-1,-0.7,i,0,0,1,-3,-4
COC(=O)[C@]12CCCCC=C1N(Cc1ccccc1)C(=O)[C@H](CC(=O)NCCC(C)C)C2,0,-2,1.1,/,/,/,2,-1,-6
COC(=O)c1ccc(NC(=O)CN2CCN(S(=O)(=O)c3ccc(Br)cc3)CC2)cc1,19,-1,1.1,i,2,13,-2,1,-5
c1ccc(Cn2nnc3c(NCC4CCCO4)nc(C4CC4)nc32)cc1 (stereo not given),4,-2,-0.6,i,2,4,2,0,-6
COC(=O)c1c(NC(=O)c2cccnc2)sc(C)c1C,1,-7,/,i,-4,-1,-3,5,-12
COc1ccccc1C(=O)NCC(=O)OCC(=O)Nc1nnc(-c2ccccc2)o1,-7,3,-0.8,i,-1,-5,4,2,8
O=C(CSc1nc(N2CCCCC2)nc(N2CCCCC2)n1)Nc1nccs1,-3,-4,-0.4,i,-1,-2,6,2,-5
COCCNC(=O)c1cc2c(c(-c3cccc(-c4cc5ccccc5o4)c3)n1)[C@H](CCO)N(S(=O)C(C)(C)C)C2 (stereo not given in full),13,-3,-0.2,i,4,-20,-1,4,-22
CN1CCN(S(=O)(=O)c2ccc(N3CCN(S(=O)(=O)/C=C/c4ccccc4)CC3)nc2)CC1,-2,-2,0.9,i,1,1,2,6,-2
CCOc1ccc(CN(C)C(=O)CN2C(=O)NC3(CCCc4ccccc43)C2=O)cc1 (stereo not given),-3,-2,1.5,i,3,-44,6,-5,-1
O=C(CN1CCCCC1)Nc1nnc(-c2ccccc2)s1,-3,-4,1.2,i,-1,-8,3,2,-2
CCCCN1C(=O)C(=O)N(CC(=O)Nc2cc(OCC)c(N3CCOCC3)cc2OCC)C1=O,-5,-6,-0.3,i,2,-7,-1,-4,-5

# Taken from above.
# For Rin1 Abl inh, COC(=O)c1ccc(NC(=O)CN2CCN(S(=O)(=O)c3ccc(Br)cc3)CC2)cc1 is entered as 2
# For MsrA act, CN1CCN(S(=O)(=O)c2ccc(N3CCN(S(=O)(=O)/C=C/c4ccccc4)CC3)nc2)CC1 is entered as -2
# For MsrA act, CC(C(=O)OCc1nnc(-c2ccccc2)o1)N1C(=O)c2ccccc2C1=O (stereo not given) is entered as 1
# For E coli Lon inh, CCCCN1C(=O)C(=O)N(CC(=O)Nc2cc(OCC)c(N3CCOCC3)cc2OCC)C1=O is entered as -5

# (continued)
SMILES,FAS-TE inh,MsrA act,MsrA inhibitor,Rpn11 block,Rin1 Abl inh,MLLE-PAM2 inh,MT1-MMP act inh,CSN deneddyl inh,E coli Lon inh
COc1ccc(N(CC(=O)NCCSC2CCCCC2)S(=O)(=O)c2ccccc2)cc1OC,11,-4,-0.5,i,2,-2,-1,-3,-8
O=C1C(Cc2ccc(O)cc2)NC(=S)N1C1CCCCC1 (stereo not given),-1,-7,0.6,i,1,-25,-2,-3,-6
C=CCSc1nc2c(c(=O)[nH]1)C(c1ccccc1)C(C#N)=C(N)O2 (stereo not given),-6,-6,0.1,i,-3,4,-4,-2,-8
N/C(=N\OC(=O)c1cccc2ccccc12)c1cccnc1,-5,-12,0.4,i,-3,-12,-2,-1,5
Cc1ccc(-n2ncc3c(NCc4ccco4)ncnc32)c(C)c1,1,0,-0.8,i,0,-15,-2,7,5
Cc1ccc(NC(=O)CN2C(=O)S/C(=C/c3ccc(-c4cccc(C(=O)O)c4)o3)C2=O)cc1,2,-2,1.7,/,0,-18,-10,24,-20
Fc1ccc(CSc2nnc(-c3cccs3)o2)cc1,10,-3,0.6,i,0,5,6,0,-5
COc1ccccc1NC(=O)CN1CCN(S(=O)(=O)c2ccc(Br)cc2)CC1,5,-4,0.3,i,3,7,-3,0,-4
Cn1c(=O)cc(NCc2ccccc2)[nH]c1=O,-12,-10,0.2,i,1,-1,8,-4,-5
Cc1nc(-c2cccc(S(=O)(=O)N3CC(C)OC(C)C3)c2)cs1 (stereo not given),2,1,-0.4,i,-1,28,4,0,3

# Rewritten with values under each structure: entries from further up
# Below each SMILES: FAS-TE inh, MsrA act, MsrA inhibitor, Rpn11 block, Rin1 Abl inh, MLLE-PAM2 inh, MT1-MMP act inh, CSN deneddyl inh, E coli Lon inh
> Cc1nc(-c2cccc(S(=O)(=O)N3CC(C)OC(C)C3)c2)cs1 (stereo not given)
 : 2, 1, -0.4, i, -1, 28, 4, 0, 3
> N/C(=N\OC(=O)c1cccc2ccccc12)c1cccnc1
 : -5, -12, 0.4, i, -3, -12, -2, -1, 5
> O=C1C(Cc2ccc(O)cc2)NC(=S)N1C1CCCCC1 (stereo not given)
 : -1, -7, 0.6, i, 1, -25, -2, -3, -6
> Cn1c(=O)cc(NCc2ccccc2)[nH]c1=O
 : -12, -10, 0.2, i, 1, -1, 8, -4, -5
> COc1ccccc1NC(=O)CN1CCN(S(=O)(=O)c2ccc(Br)cc2)CC1
 : 5, -4, 0.3, i, 3, 7, -3, 0, -4
> Fc1ccc(CSc2nnc(-c3cccs3)o2)cc1
 : 10, -3, 0.6, i, 0, 5, 6, 0, -5
> Cc1ccc(-n2ncc3c(NCc4ccco4)ncnc32)c(C)c1
 : 1, 0, -0.8, i, 0, -15, -2, 7, 5

# Next results follow.
SMILES,FAS-TE inh,MsrA act,MsrA inhibitor,Rpn11 block,Rin1 Abl inh,MLLE-PAM2 inh,MT1-MMP act inh,CSN deneddyl inh,E coli Lon inh
O=C(Nc1nc(-c2cccnc2)cs1)c1ccc(S(=O)(=O)N2CCOCC2)cc1,-8,-1,1.0,i,-3,-4,-3,2,3
c1ccc(OCc2nc3c4c(ncn3n2)-c2ccccc2CC42CCCC2)cc1,23,-5,0.4,i,0,11,-4,-3,-2
COc1ccc(/C(C)=N/NC(=O)c2cc(C)[nH]n2)c(OC)c1,-5,-3,1.0,i,-2,0,3,-3,5
C=CCC1(C)C(=O)N(c2ccccc2)c2ccccc21 (stereo not given),3,-7,-0.8,i,0,-10,1,0,-12
Cc1noc(C)c1COC(=O)CCCc1nc2ccccc2s1,-6,-14,-1.1,i,1,-4,-1,5,-7

# Entries of single compounds, quoted from the list.
# Profile of c1ccc(OCc2nc3c4c(ncn3n2)-c2ccccc2CC42CCCC2)cc1 → FAS-TE inh = 23; MsrA act = -5; MsrA inhibitor = 0.4; Rpn11 block = i; Rin1 Abl inh = 0; MLLE-PAM2 inh = 11; MT1-MMP act inh = -4; CSN deneddyl inh = -3; E coli Lon inh = -2
# Profile of Cc1noc(C)c1COC(=O)CCCc1nc2ccccc2s1 → FAS-TE inh = -6; MsrA act = -14; MsrA inhibitor = -1.1; Rpn11 block = i; Rin1 Abl inh = 1; MLLE-PAM2 inh = -4; MT1-MMP act inh = -1; CSN deneddyl inh = 5; E coli Lon inh = -7
